From PubChem
SENP7 block: SENP7 protease inhibition. Q9BQF6. AID 434973. 330,000 compounds, 1.5% hits. inhibition, % at 5 µM. recombinant SENP7, Z-RLRGG-aminoluciferin luminescence, 40 min;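 active means inhibition above about 50% at the single test dose, limit read from the data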;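 further: plate controls were DMSO with enzyme for no effect and no enzyme buffer wells for full effect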
HKDC1 inhibitor: inhibitors of human hexokinase HKDC1; Q2TB90; recombinant HKDC1, G6PDH/diaphorase resazurin coupled fluorescence; inhibition, % at 20 µM; 340,000 compounds, 0.16% hits;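 active means inhibition above about 35% when tested at 20 µM, limit read from the data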;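 further: plate controls were DMSO wells with enzyme for no effect and DMSO wells lacking enzyme for full effect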
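Material: recombinant HKDC1 hexokinase; Amount: HKDC1 at 5 µg/mL; Medium: Tris pH 8.0 buffer with MgCl2, Tween-20, BSA, BME; Schedule: 90 min reaction incubation at room temperature, dark; Technique: coupled resazurin fluorescence, excitation 525 nm, emission 613 nm.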
697 NFkB inh: lowers PMA/ionomycin-induced NF-kB signal in 697 B cells; 697 B-cell NF-kB luciferase reporter, 16 h; inhibition, % at 4 µM; 330,000 compounds, 0.33% hits; AID 435022; in the data active means inhibition above about 35%
Apaf1 inhib: inhibitors of human Apaf-1 apoptosome; O14727; reconstituted apoptosome caspase-3 activity, DEVD-Rh110 fluorescence; inhibition, % at 20 µM; 330,000 compounds, 0.71% hits; AID 489030; active means inhibition of at least 40% at 20 µM;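 further: plate controls were DMSO wells for no effect and DEVD-CHO caspase inhibitor wells for full effect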
Target sequence (O14727 whole entry, looked up): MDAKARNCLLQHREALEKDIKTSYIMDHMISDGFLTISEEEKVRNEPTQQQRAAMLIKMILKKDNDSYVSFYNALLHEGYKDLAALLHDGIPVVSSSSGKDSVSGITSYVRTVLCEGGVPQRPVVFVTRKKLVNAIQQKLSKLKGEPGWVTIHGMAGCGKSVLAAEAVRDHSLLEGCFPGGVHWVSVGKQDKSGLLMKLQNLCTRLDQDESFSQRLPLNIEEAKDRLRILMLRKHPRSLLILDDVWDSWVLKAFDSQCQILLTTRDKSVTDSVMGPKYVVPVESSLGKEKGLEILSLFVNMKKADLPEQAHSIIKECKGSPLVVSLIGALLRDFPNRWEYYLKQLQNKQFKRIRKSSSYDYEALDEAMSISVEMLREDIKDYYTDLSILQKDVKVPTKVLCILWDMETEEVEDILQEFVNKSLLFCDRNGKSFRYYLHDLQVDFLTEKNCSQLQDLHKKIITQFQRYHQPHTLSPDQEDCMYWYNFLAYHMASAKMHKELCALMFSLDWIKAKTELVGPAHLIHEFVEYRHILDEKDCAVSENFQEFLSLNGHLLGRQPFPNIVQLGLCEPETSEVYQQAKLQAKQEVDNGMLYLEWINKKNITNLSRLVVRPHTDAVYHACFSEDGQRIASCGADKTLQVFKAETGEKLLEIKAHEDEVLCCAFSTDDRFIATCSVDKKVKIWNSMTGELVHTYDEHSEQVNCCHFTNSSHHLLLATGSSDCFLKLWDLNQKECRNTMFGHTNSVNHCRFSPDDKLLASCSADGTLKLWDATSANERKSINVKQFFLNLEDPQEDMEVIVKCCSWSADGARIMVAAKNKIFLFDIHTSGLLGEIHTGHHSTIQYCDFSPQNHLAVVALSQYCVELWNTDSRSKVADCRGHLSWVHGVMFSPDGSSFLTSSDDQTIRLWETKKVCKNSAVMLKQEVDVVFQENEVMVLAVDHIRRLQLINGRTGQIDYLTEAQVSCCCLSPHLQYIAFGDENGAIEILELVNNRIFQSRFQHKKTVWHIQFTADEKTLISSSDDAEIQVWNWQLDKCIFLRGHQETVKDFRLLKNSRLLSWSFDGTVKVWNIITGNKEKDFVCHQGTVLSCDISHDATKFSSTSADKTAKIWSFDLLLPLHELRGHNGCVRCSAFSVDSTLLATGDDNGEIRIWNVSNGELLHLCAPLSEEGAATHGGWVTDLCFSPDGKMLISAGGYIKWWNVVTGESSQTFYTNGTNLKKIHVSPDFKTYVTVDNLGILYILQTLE
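System – cell-free apoptosome with Apaf-1, procaspase-3 and caspase-9 · Buffer or medium – pH 7.5 Hepes buffer with CHAPS, BSA, DTT · Also added – cytochrome c with DEVD-Rh110 · Times – 30 min compound preincubation, 50 min activation, room temperature · Technique – Rh110 fluorescence intensity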
Gli-Sufu antag: Gli-Sufu pathway antagonism | Sufu-KO-LIGHT fibroblasts, Gli luciferase reporter luminescence | inhibition, % at 5 µM | 340,000 compounds, 0.74% hits | AID 588413;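 active means inhibition above about 55%, limit read from the data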;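 further: 0% = DMSO-treated cells and 100% = wells with medium but no cells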
SENP8 block: inhibitors of human SENP8 protease | Q96LD8 | purified SENP8, Z-RLRGG-aminoluciferin cleavage, luminescence | inhibition, % at 10 µM | 330,000 compounds, 1.2% hits
UBC13 polyUb: human UBC13 polyubiquitination inhibition. AID 485273. P61088. 330,000 compounds, 0.47% hits. inhibition, % at 20 µM. UBC13 polyubiquitin chain formation, TR-FRET; in the data active means inhibition above about 45%, passing the limit was not always enough
Jurkat NFkB inh: inhibitors of the PMA/ionomycin-induced NF-kB reporter in Jurkat cells; PMA/ionomycin-induced NF-kB luciferase reporter, luminescence; inhibition, % at 4 µM; 330,000 compounds, 0.53% hits; AID 435003
* hit, by the source's call; x = no result given. Unless noted, no stated cut-off is given here; in the data, active means inhibition above about 50%; inactive means the rest. Rows were taken by chance, and some 3.6% of all compounds hit somewhere here.

Preview, 11 compounds:
SMILES | SENP7 block | HKDC1 inhibitor | 697 NFkB inh | Apaf1 inhib | Gli-Sufu antag | SENP8 block | UBC13 polyUb | Jurkat NFkB inh
O=C(COc1ccc([N+](=O)[O-])cc1)Nc1ccccc1N1CCCC1 | -4 | -1 | -7 | 19 | 20 | 4 | -3 | 7
Cc1cc(C)c(C(=O)CSc2nc3ccccc3c(=O)[nH]2)cc1C | -1 | -5 | -31 | 7 | -3 | -3 | -3 | 13
CCOC(=O)N1CCC(N(C(=O)Nc2ccc(Cl)c(Cl)c2)C(C)CC)CC1 (configuration not stated) | -7 | -11 | 1 | 1 | 65* | -4 | -3 | 12
Cc1cc(C)cc(NC(=O)CCc2nc3ccccc3[nH]2)c1 | 1 | 2 | 22 | 3 | 1 | -4 | 2 | -3
COc1ccc(S(=O)(=O)N(C)C)cc1NC(=O)CCNC(=O)c1ccco1 | -7 | -6 | 15 | -5 | -7 | 0 | 2 | -12
CCOC(=O)CNC(=O)c1cc(OC)cc(OC)c1 | 4 | 12 | 15 | -1 | -1 | -5 | 0 | -13
Cc1nnc(NC(=O)CN2C(=O)NC3(CCCC3)C2=O)s1 | -5 | -3 | 10 | 0 | 2 | -4 | 3 | 7
C=CCc1cccc([C@@H]2[C@@H](C)CC[C@H]3C(=O)N4[C@@H](c5cc(OC)c(OC)c(OC)c5)c5[nH]c6ccccc6c5C[C@H]4C(=O)N23)c1 | 0 | x | 12 | 17 | x | -7 | -6 | 21
CC(CC(=O)N1CCc2ccccc21)S(=O)(=O)c1ccc2c(c1)NC(=O)CO2 (configuration not stated) | -11 | 0 | 3 | 1 | -12 | -7 | 0 | -6
Cc1ccc(S(=O)(=O)N(CC(=O)NCc2ccncc2)Cc2ccccc2F)cc1 | -2 | -1 | -19 | 9 | x | -5 | -7 | -10
Cc1cc(C)cc(C(=O)NCC(=O)NCCc2c[nH]c3ccccc23)c1 | -1 | -5 | -11 | 4 | -8 | -8 | -13 | -6

The listing, previewed entries included:
SMILES | SENP7 block | HKDC1 inhibitor | 697 NFkB inh | Apaf1 inhib | Gli-Sufu antag | SENP8 block | UBC13 polyUb | Jurkat NFkB inh
O=C(COc1ccc([N+](=O)[O-])cc1)Nc1ccccc1N1CCCC1 | -4 | -1 | -7 | 19 | 20 | 4 | -3 | 7
Cc1cc(C)c(C(=O)CSc2nc3ccccc3c(=O)[nH]2)cc1C | -1 | -5 | -31 | 7 | -3 | -3 | -3 | 13
CCOC(=O)N1CCC(N(C(=O)Nc2ccc(Cl)c(Cl)c2)C(C)CC)CC1 (configuration not stated) | -7 | -11 | 1 | 1 | 65* | -4 | -3 | 12
Cc1cc(C)cc(NC(=O)CCc2nc3ccccc3[nH]2)c1 | 1 | 2 | 22 | 3 | 1 | -4 | 2 | -3
COc1ccc(S(=O)(=O)N(C)C)cc1NC(=O)CCNC(=O)c1ccco1 | -7 | -6 | 15 | -5 | -7 | 0 | 2 | -12
CCOC(=O)CNC(=O)c1cc(OC)cc(OC)c1 | 4 | 12 | 15 | -1 | -1 | -5 | 0 | -13
Cc1nnc(NC(=O)CN2C(=O)NC3(CCCC3)C2=O)s1 | -5 | -3 | 10 | 0 | 2 | -4 | 3 | 7
C=CCc1cccc([C@@H]2[C@@H](C)CC[C@H]3C(=O)N4[C@@H](c5cc(OC)c(OC)c(OC)c5)c5[nH]c6ccccc6c5C[C@H]4C(=O)N23)c1 | 0 | x | 12 | 17 | x | -7 | -6 | 21
CC(CC(=O)N1CCc2ccccc21)S(=O)(=O)c1ccc2c(c1)NC(=O)CO2 (configuration not stated) | -11 | 0 | 3 | 1 | -12 | -7 | 0 | -6
Cc1ccc(S(=O)(=O)N(CC(=O)NCc2ccncc2)Cc2ccccc2F)cc1 | -2 | -1 | -19 | 9 | x | -5 | -7 | -10
Cc1cc(C)cc(C(=O)NCC(=O)NCCc2c[nH]c3ccccc23)c1 | -1 | -5 | -11 | 4 | -8 | -8 | -13 | -6
CCCCNC(=O)C1CCCN1C(=O)NC1CCCCC1 (configuration not stated) | 5 | 0 | 21 | 0 | 0 | -1 | 7 | 16
CC1=C(C(=O)Nc2ccc(F)cc2)C(c2cccc(C)c2)n2nc(CCCO)nc2N1 (configuration not stated) | 3 | 1 | 5 | -6 | -12 | -9 | 4 | 8
COc1cc2c(cc1NC(=O)Nc1ccc(C)cc1)oc1ccccc12 | 3 | 4 | -13 | 16 | -29 | 9 | -1 | -8
Cc1cc(C)n(CCNC(=O)C2CCC(=O)N(Cc3ccc(Cl)cc3)C2)n1 (configuration not stated) | 7 | 2 | -7 | 0 | -7 | 4 | -1 | 15
COc1ccc(N2C(=O)NC(=O)C2=O)cc1 | 11 | -5 | -21 | 3 | -13 | 2 | -5 | 7
CC(C)Oc1ccc(C(=O)NCC(=O)O)cc1 | -6 | -8 | 5 | -2 | 4 | -8 | -3 | -1
O=C(Nc1ccncc1)c1ccc(Cl)c([N+](=O)[O-])c1 | -7 | -1 | 11 | 6 | 6 | -8 | -6 | 4
CC(C)(C)OC(=O)CNC(=O)c1nc[nH]c1C(=O)NCC(=O)OC(C)(C)C | 5 | -5 | -8 | 4 | -15 | -15 | -20 | -7
Cc1nccc(-c2cccc(NC(=O)c3ccccc3Cl)c2)n1 | -3 | -4 | 6 | -18 | 4 | 9 | 4 | -14
CC(OC(=O)CCCc1nc2ccccc2s1)C(N)=O (configuration not stated) | -1 | -6 | 14 | -9 | 0 | 0 | -12 | 9
O=c1oc2ccccc2c2c1ncn2C1CCCCC1 | 10 | 15 | -3 | 7 | 1 | 2 | 3 | -1
O=C1C2C3C=CC(C3)C2C(=O)N1Nc1ccccc1 (configuration not stated) | -3 | 0 | 1 | -15 | 6 | 1 | 4 | 18
Cc1ccc2oc(=O)n(CCOc3ccccc3)c2c1 | 6 | -1 | 2 | -1 | 18 | -8 | 0 | -32
COCCCNC(=O)C(=O)Nc1ccc2c(c1)N(S(=O)(=O)c1cccs1)CCC2 | -6 | 1 | -3 | 26 | 20 | -6 | -1 | 62*
N#CC1(C#N)CC(C=O)=C(N)C1(C#N)CC(=O)c1ccc(F)cc1 (configuration not stated) | 4 | 7 | -1 | 2 | 1 | 11 | -3 | -2
CCS(=O)(=O)Nc1cccc(-c2ccc3nnc(-c4cccnc4)n3n2)c1 | 2 | 7 | 8 | 20 | 6 | -3 | 7 | -13
CCC(=O)Nc1ccc(C2C(=O)c3ccccc3C2=O)cc1 | -5 | -4 | -33 | 12 | -14 | 34 | -40 | -16
CCOc1cc(-c2sc(Nc3ccccc3)n[n+]2C)ccc1OC | 7 | 5 | 3 | 8 | 3 | -2 | 7 | -13
Cc1ccsc1/C=N/NC(=O)C(=O)NCC(C)C | 9 | 13 | -24 | 9 | -30 | -12 | 2 | -18
CSc1ccccc1NC(=O)COc1ccc(Cl)cc1Cl | 8 | -10 | -17 | 16 | 40 | 4 | -2 | -25
Cc1ccc(C)c(OCCCCN2CCCCC2)c1 | -2 | -2 | -5 | -5 | 14 | -3 | -4 | -4
Cc1c(NC(=O)CC(O)(C(F)(F)F)C(F)(F)F)c(=O)n(-c2ccccc2)n1C | -6 | -11 | 1 | -30 | 3 | 2 | 3 | -16
CCOc1ccc(C(=O)CC(C(=O)O)N2CCN(Cc3ccccc3)CC2)cc1 (configuration not stated) | 5 | 0 | 1 | 0 | -5 | -3 | -6 | 6
COc1ccc(C(=O)C2CCCN(Cc3cccn3-c3cccnc3)C2)cc1OC (configuration not stated) | -7 | -6 | -8 | -7 | 12 | 0 | 0 | -4
CCn1c(C)c(C(=O)O)c2cc(OC)c3ccccc3c21 | 7 | 1 | 4 | 4 | 1 | 6 | 8 | 2
CCN(CC)S(=O)(=O)c1ccc(C(=O)C(C#N)c2ccccn2)cc1 (configuration not stated) | -10 | -2 | 8 | 8 | 38 | -9 | -3 | -5
COc1ccc(C(=O)c2coc3ccc(O)c(CN(C)C)c23)cc1 | 2 | 7 | 8 | -3 | 16 | 3 | 4 | -3
Cc1ccsc1/C=N/NC(=O)c1nnn(-c2nonc2N)c1C(C)C | 4 | 1 | 13 | -3 | 4 | -13 | -2 | 7
Cn1c(CNC(=O)CNC(=O)c2ccc(C(C)(C)C)cc2)cc(=O)n(C)c1=O | 7 | -4 | 0 | -4 | 15 | 6 | -3 | 7
O=C(/C=C/c1ccccc1[N+](=O)[O-])NC1CCCC1 | -5 | 6 | -16 | -1 | 7 | -10 | -14 | -12
Cc1ccc(C2c3c(oc4ccccc4c3=O)C(=O)N2c2nnc(C(C)C)s2)o1 (configuration not stated) | -4 | 11 | 2 | -3 | 2 | -3 | 3 | -3
CC(=O)Nc1ccc(Sc2ncccc2C(=O)Nc2ccc(OC(F)(F)F)cc2)cn1 | 9 | 0 | -23 | -25 | 13 | 7 | 0 | -13
O=C(O)CCCN1C(=O)c2ccccc2Sc2ncccc21 | -1 | -2 | 8 | -8 | 4 | -2 | -1 | -2
CCC(NC(=O)CCc1c(C)c2cc3c(-c4ccccc4)coc3cc2oc1=O)C(=O)O (configuration not stated) | -7 | 2 | -17 | 18 | 3 | -5 | -4 | -12
CN(CC(=O)Nc1cccc(S(=O)(=O)N2CCCC2)c1)CC(=O)Nc1ccc(Cl)c(C(F)(F)F)c1 | -4 | 0 | -29 | 38 | 28 | 12 | 8 | 29
CCOc1ccc(Br)cc1S(=O)(=O)Nc1ccc(C(=O)Nc2ccccc2OC)cc1 | -3 | -8 | -4 | -17 | 1 | -2 | -7 | 0
Cn1c(N2CCN(C(c3ccccc3)c3ccccc3)CC2)nc2ccccc21 | -16 | 0 | -63 | 25 | -1 | -2 | -2 | -26
COc1ccc(N(CC(=O)Nc2cc(C)ccc2OC)S(=O)(=O)c2c(C)noc2C)cc1 | 5 | 2 | 8 | 6 | 7 | 6 | 3 | 14
COc1ccc(CN2CCC(Oc3ccc(C(=O)N4CCCCC4)cc3)CC2)cc1C | 9 | -6 | -12 | 18 | 27 | -9 | 7 | -8

Ordered by molar mass (ascending): three of the compounds above
SMILES | SENP7 block | HKDC1 inhibitor | 697 NFkB inh | Apaf1 inhib | Gli-Sufu antag | SENP8 block | UBC13 polyUb | Jurkat NFkB inh
O=C(/C=C/c1ccccc1[N+](=O)[O-])NC1CCCC1 | -5 | 6 | -16 | -1 | 7 | -10 | -14 | -12
O=C(O)CCCN1C(=O)c2ccccc2Sc2ncccc21 | -1 | -2 | 8 | -8 | 4 | -2 | -1 | -2
CC(=O)Nc1ccc(Sc2ncccc2C(=O)Nc2ccc(OC(F)(F)F)cc2)cn1 | 9 | 0 | -23 | -25 | 13 | 7 | 0 | -13

Following part.
SMILES | SENP7 block | HKDC1 inhibitor | 697 NFkB inh | Apaf1 inhib | Gli-Sufu antag | SENP8 block | UBC13 polyUb | Jurkat NFkB inh
O=C(CCN=C1NS(=O)(=O)c2ccccc21)Nc1ccc(F)cc1Cl | 0 | 1 | 15 | -4 | x | 0 | 8 | -10
COn1c(SCc2ccccc2)nc2ccccc2c1=O | -6 | -6 | -34 | 3 | 7 | -13 | -6 | -3
Cc1ccc(Cn2cccc2/C=C2/C(=N)N3C=CSC3=NC2=O)cc1 | 2 | 13 | 17 | -1 | -6 | 1 | 23 | 15
O=C(COC(=O)COc1ccc(Br)cc1)NCCC1=CCCCC1 | -6 | 6 | -4 | 3 | 6 | -17 | -7 | 15
CCOC(=O)c1nnn(CC(=O)NC(=O)Nc2ccccc2)c1C(=O)OCC | 1 | -4 | 2 | -20 | 4 | 6 | 2 | -2
COc1cc(C2C(C(=O)c3ccc(C)o3)=C(O)C(=O)N2CCN2CCOCC2)ccc1OCCC(C)C (configuration not stated) | 3 | 0 | 17 | 7 | -3 | -1 | -12 | 8
CC(NC(=O)C(C)(C)C)C(c1cccs1)N1CCN(Cc2ccccc2)CC1 (configuration not stated) | -4 | 2 | 18 | -8 | -21 | -3 | 7 | 5
CCC(C)NC(=O)CCS(=O)(=O)c1ccc2c(c1)n(C)c(=O)c(=O)n2C (configuration not stated) | 3 | 1 | 14 | -2 | 3 | -3 | -5 | 4
